Compound activity (PubChem)
MLLE-PAM2 inh: blocks PAM2 peptide binding to the PABP1 MLLE domain | P11940 | GST-MLLE / FITC-PAM2 fluorescence polarization | inhibition, % at 20 µM | 360,000 compounds, 0.36% hits | AID 588489; in the data active means inhibition above about 35%, passing the limit was not always enough;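 further: plate controls were DMSO wells with GST-MLLE for no effect and wells lacking GST-MLLE protein for full effect; some results filed as inactive read as strong as hits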
Neddylation inh: blocks human cullin neddylation. P61081+Q13564. TR-FRET cullin neddylation, biochemical. calls only at 25 µM. 360,000 compounds, 0.58% hits. AID 651699; in the data active means inhibition above about 36%
MsrA inh: inhibitors of bovine MsrA; purified bovine MsrA, absorbance read-out; inhibition, % at 15.5 µM; 360,000 compounds, 0.75% hits; in the data active means inhibition above about 4.5%;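 further: 0% = vehicle wells with enzyme and 100% = reference inhibitor wells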
eLon inh: inhibitors of E. coli Lon protease; purified E. coli Lon protease, fluorescence polarization; P0A9M0; AID 602123; 360,000 compounds, 0.42% hits; inhibition, % at 7.94 µM; in the data active means inhibition above about 13%, passing the limit was not always enough;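 further: 0% = enzyme with probe and DMSO and 100% = no enzyme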
Target sequence (P0A9M0 whole entry, looked up): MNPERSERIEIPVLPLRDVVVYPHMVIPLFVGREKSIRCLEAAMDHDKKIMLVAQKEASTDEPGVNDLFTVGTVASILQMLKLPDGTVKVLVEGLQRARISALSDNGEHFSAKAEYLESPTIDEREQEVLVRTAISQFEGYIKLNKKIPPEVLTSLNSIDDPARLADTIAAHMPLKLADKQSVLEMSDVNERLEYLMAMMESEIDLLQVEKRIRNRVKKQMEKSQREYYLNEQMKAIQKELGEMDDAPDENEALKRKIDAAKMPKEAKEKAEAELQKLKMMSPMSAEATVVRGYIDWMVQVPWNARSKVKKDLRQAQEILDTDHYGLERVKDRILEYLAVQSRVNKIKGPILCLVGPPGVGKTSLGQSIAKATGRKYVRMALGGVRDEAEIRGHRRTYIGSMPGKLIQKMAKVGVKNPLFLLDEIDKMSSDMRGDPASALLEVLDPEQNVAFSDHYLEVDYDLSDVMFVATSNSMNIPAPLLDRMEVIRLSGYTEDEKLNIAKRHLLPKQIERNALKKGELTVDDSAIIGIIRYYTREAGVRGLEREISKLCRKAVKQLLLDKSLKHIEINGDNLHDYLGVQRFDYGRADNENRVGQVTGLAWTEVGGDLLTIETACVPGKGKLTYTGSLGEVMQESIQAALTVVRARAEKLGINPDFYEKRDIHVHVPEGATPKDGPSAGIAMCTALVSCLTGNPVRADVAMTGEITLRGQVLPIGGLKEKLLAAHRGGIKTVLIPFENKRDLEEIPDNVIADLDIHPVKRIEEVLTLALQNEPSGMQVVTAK
bovine MsrA act: bovine methionine sulfoxide reductase A activation; purified bovine MsrA, absorbance read-out; activation, % at 10.6 µM; 360,000 compounds, 0.3% hits; AID 602163; in the data active means activation above about 7.5%;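 further: 0% = vehicle and 100% = reference activator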
CSN inh: inhibitors of human CSN-mediated cullin deneddylation | Q92905 | Purified CSN, SCF-Nedd8-OG deneddylation, fluorescence polarization | inhibition, % at 12.5 µM | 360,000 compounds, 0.38% hits;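 active means pattern-corrected inhibition above about 35%, with an unprinted fluorescence ratio check between 0.5 and 1.5, limit read from the data, passing the limit was not always enough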;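 further: 0% = enzyme with substrate and 100% = substrate without enzyme; some results filed as inactive read as strong as hits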
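test system = HEK293T-derived human Csn5 enzyme | amount = 0.24 nM Csn5 enzyme, final concentration | medium = Tris/NaCl/DTT buffer, pH 7.5 | schedule = 90 min reaction at room temperature | signal = FP | evaluation = inhibition of Csn5 cleavage, % | compound dosing = single dose of 12.5 µM compound with 0.25% DMSO | probe or stimulus = 10 nM SCFSkp2-Nedd8OG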
Tb MetRS inh: blocks T. brucei methionyl-tRNA synthetase activity; purified T. brucei MetRS, ATP depletion, Kinase-Glo luminescence; inhibition, % at 11.9 µM; 360,000 compounds, 0.4% hits;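 active means inhibition above a per-plate cutoff of the control wells' mean inhibition plus 3 SD, cut at about 5.5% in these data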;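 further: 0% = DMSO wells median and 100% = median of wells with control inhibitor compound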
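technique = Kinase-Glo luminescence, ATP depletion format | system = purified MetRS (methionyl-tRNA synthetase) enzyme from Trypanosoma brucei | timing = 15 min preincubation, 2 h reaction, all 25 °C | evaluation = percent inhibition versus plate control medians | dosing = single dose, 11.9 µM final nominal, 0.9% final DMSO | also added = substrates ATP, L-methionine and bulk Escherichia coli tRNA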
Rin1-Abl PPI inh: inhibitors of human Rin1-Abl protein interaction | P00519+Q13671 | AID 588664 | TR-FRET Rin1/Abl binding, biochemical | inhibition, % at 7.35 µM | 360,000 compounds, 0.4% hits; in the data active means inhibition above about 5%, passing the limit was not always enough
FAS TE block: blocks the thioesterase domain of human fatty acid synthase. P49327. recombinant FAS-TE, OMFH fluorogenic substrate, fluorescence endpoint. inhibition, % at 15 µM. 360,000 compounds, 0.67% hits. AID 602261;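 active means compounds whose normalised, plate-corrected inhibition of enzyme fluorescence in the single-dose primary screen is 50% or more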;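 further: 0% = DMSO with enzyme and 100% = substrate without enzyme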
The depositor's hits bear a star; i = inactive.

Below each compound – MLLE-PAM2 inh, Neddylation inh, MsrA inh, eLon inh, bovine MsrA act, CSN inh, Tb MetRS inh, Rin1-Abl PPI inh, FAS TE block
#1 CC1=C(C)CC(C(=O)NNC(=O)c2ccccc2)C(C(=O)O)C1 (stereo not drawn)
  5.6, i, 0.6, -7.3, -5.3, 1.9, -1.5, -0.9, -6.8
#2 N#Cc1cn(Cc2ccccc2)c2ccccc12
  8.0, i, 2.5, -5.0, -4.5, 2.9, -0.1, -2.6, 11.6
#3 O=S(=O)(c1ccc(Cl)cc1)N1CCc2ccccc21
  -85.6, i, -0.7, -4.2, -3.5, 54.1*, -0.4, -1.5, -7.0
#4 CC(=O)C1=NN(c2ccc(Cl)cc2)C(c2ccc3c(c2)OCO3)N(C(C)=O)N1C (stereo not drawn)
  -2.7, i, 1.0, 7.6, -3.1, -4.6, -1.0, -5.5, 45.3
#5 O=S(=O)(NCCN1CCCC1)c1ccc(C(F)(F)F)cc1
  4.4, i, 0.3, -10.3, -0.9, -2.6, -0.1, -0.5, -4.4
#6 O=C(c1ccc(Cl)cc1)N1CCC(O)(CSc2ccc(Cl)cc2Cl)CC1
  -14.5, i, -0.8, -0.7, -8.1, 3.5, 2.3, -2.2, 10.1
#7 CCC(=O)N(CCc1ccccc1C)Cc1cc2cc3c(cc2[nH]c1=O)OCO3
  -4.1, i, 1.5, 3.8, -0.1, -3.1, 0.2, -0.3, -4.5
#8 COc1ccc2nc(/C(C#N)=C\c3ccc(C(=O)O)cc3)[nH]c2c1
  -71.1, i, 0.9, -49.9, -1.7, 11.1, -0.2, -0.5, -20.2
#9 Cc1ccccc1NC(=O)/C(C#N)=C\c1cc(C)n(-c2ccc(C(=O)O)cc2)c1C
  -14.4, i, 4.0, -3.5, -6.2, -0.5, -0.6, -2.8, -3.8
#10 Cc1ccc(C)c(NC(=O)C2CC(=O)N(C3CCCCC3)C2)c1 (stereo not drawn)
  -10.6, i, -0.8, 6.3, -5.2, -6.0, -0.7, 2.4, -2.0
#11 COc1ccccc1NC(=O)COC(=O)c1ccccc1C(=O)N1CCN(c2ccccc2)CC1
  23.1, i, -0.7, 24.3*, -2.4, -8.0, 0.0, 1.4, 2.4
#12 Cc1c(S(=O)(=O)N2CCN(c3cccc(C(F)(F)F)c3)CC2)c(=O)n(C)c(=O)n1C
  5.2, i, 1.1, 0.2, -0.5, -2.8, -0.7, -1.6, 3.1
#13 O=C(O)[C@]1(S(=O)(=O)c2ccccc2)C[C@@H]2ON=C(c3cccc(Br)c3)[C@@H]2C1
  -0.4, i, -0.9, 11.1, -7.0, -4.4, -0.3, 5.2, -10.4
#14 Cc1ccc(N(C(=O)C2CCC(=O)N2)C2(C(=O)NC3CCCC3)CCCCC2)cc1 (stereo not drawn)
  3.6, i, 0.4, -2.8, -1.2, 0.3, 0.1, 2.7, -6.2
#15 COCCN(C(=O)COC(=O)CCn1c(C)csc1=O)c1c(N)n(Cc2ccccc2)c(=O)[nH]c1=O
  1.4, i, 1.3, 1.7, -8.1, 1.1, -0.6, 0.8, -2.8
#16 CCCC(=O)c1ccc2c(c1)OCCO2
  -9.1, i, 0.0, 0.1, -1.7, -0.4, 0.5, -1.6, -5.9
#17 COc1ccc(CCN(C)C(=O)c2oc3ccccc3c2C)cc1OC
  -0.6, i, -0.3, -6.0, -1.9, -0.9, -0.2, 2.5, -9.6
#18 Cc1ccc(OCC(=O)NCCCNC(=O)c2ccco2)cc1C
  -16.7, i, 0.1, -1.8, 3.9, 1.1, 0.2, -0.1, -4.5
#19 CCOc1cc(C=O)ccc1OCCSc1ccc(Cl)cc1
  6.7, i, 0.2, 5.0, -1.9, 2.0, 0.7, -1.0, 35.8
#20 CC1CCCC(C)N1C(=O)COC(=O)c1ccc(Br)c(S(=O)(=O)N2CCOCC2)c1 (stereo not drawn)
  -11.5, i, -0.8, -8.3, -0.3, 3.9, -0.2, 5.7, -4.7
#21 CCCCc1nc(S(=O)(=O)c2ccc(Cl)cc2)c(N2CCOCC2)o1
  16.8, i, -0.2, -0.6, -2.5, -3.5, -0.1, -0.5, -6.8
#22 COc1cc(C(=O)Nc2cccc3ncccc23)cc(OC)c1OC
  -3.8, i, 0.7, -3.2, -2.0, -3.8, -0.7, 1.3, -3.5
#23 S=c1[nH]nc(-c2ccc(Cl)cc2)n1/N=C/c1cccs1
  -73.8, i, 0.0, 11.1, 4.2, 4.8, -0.5, -3.2, 2.0
#24 O=C(Oc1ccc(/C=N/n2cnnc2)cc1)c1cccc([N+](=O)[O-])c1
  28.3, i, 2.8, 8.4, -7.1, -19.0, -0.2, -1.1, 0.6
#25 COC(=O)c1cc(N=Nc2sc(N)nc2C)cc(C(=O)OC)c1
  -46.4, i, 1.2, -3.2, 0.6, 0.2, -0.7, 1.2, -3.8
#26 CCN1C(=O)[C@@H]2Cc3c([nH]c4ccccc34)C(c3cc(OC)c(OC)c(OC)c3)N2C1=S (stereo partly drawn)
  -33.1, i, -0.1, -128.2, -6.1, 2.6, -0.7, 2.6, 8.3
#27 CCn1c(SCC(=O)Nc2cccc(OC)c2)nc2ccccc2c1=O
  4.0, i, -1.0, -7.5, -8.2, -1.8, -0.5, -2.4, 16.7
#28 CCc1cc(-c2nnn(-c3cc(C(C)C)ccc3C)c2CC)ccc1-c1cn(CCc2c[nH]c3ccccc23)nn1
  -2.5, i, 0.8, 0.5, -2.2, -0.5, -0.2, 0.9, 20.0
#29 CCOC(=O)c1cnc(N2CCN(c3ccccc3)CC2)[nH]c1=O
  7.8, i, -1.1, 2.1, -7.3, -1.8, -0.8, 1.5, -8.6
#30 Cc1cc(OCCN2CCOCC2)ccc1C(C)C
  -0.8, i, -0.7, -3.8, -3.4, -4.8, -0.5, -0.2, -4.8
#31 CC(=O)Nc1ccc2cnn(C(C)=O)c2c1
  -4.5, i, 0.3, -7.8, -0.9, -2.1, -0.2, -0.8, 1.3
#32 CCOc1ccccc1N1CC(C(=O)N2CCc3ccccc32)CC1=O (stereo not drawn)
  -8.9, i, 0.1, -4.7, -1.5, -1.4, -0.3, 2.4, -6.3
#33 Cc1ccsc1C(=O)N1CCC1(C)C(=O)NS(=O)(=O)c1ccc(Br)cc1 (stereo not drawn)
  -5.3, i, 1.0, -9.3, 0.3, -2.1, 0.1, 0.2, -7.1
#34 CCCCN1C(=O)C(=O)N(CC(=O)c2ccc3c(c2)OCO3)C1=O
  -6.5, i, -0.6, -7.9, -4.2, 3.5, -0.7, 1.7, -3.4
#35 Cc1cccc(C(=O)NCCCN(C)CCCNC(=O)c2cccc(C)c2)c1
  18.3, i, -0.6, -6.4, -0.3, -2.9, -0.4, -3.3, -1.6
#36 CC(=O)Oc1ccc(/C=c2\sc3ncnn3c2=O)cc1
  -6.9, i, 1.0, -2.9, -0.5, 2.9, -0.2, -0.8, -6.7
#37 CCOc1ccc(S(=O)(=O)NCCC(=O)NCC2(N3CCCCC3)CCCCC2)cc1
  -7.1, i, 2.2, -8.9, 2.2, -1.6, -0.3, 1.9, -4.3
#38 Cc1ccc(C)c(N2C(=O)c3cc(N4CCOCC4)c([N+](=O)[O-])cc3C2=O)c1
  0.9, i, -1.4, -11.4, -4.8, -6.1, 0.9, -0.9, 6.6
#39 OC[C@@H]1CN(Cc2ccc(F)cc2)C[C@H](n2cnc3c(NCc4ccc(F)cc4)ncnc32)O1
  13.2, i, -0.9, -5.9, -9.0, 3.8, 0.5, -0.2, -4.0
#40 Cc1ccc(NS(=O)(=O)c2ccc(CCC(=O)N3CCCC3)cc2)cc1
  -2.3, i, -0.8, 2.5, -3.0, -10.0, -0.1, 3.1, 0.0
#41 CC(C)=CCC/C(C)=C/Cc1c(O)ccc(C(=O)/C=C/c2ccc(O)cc2)c1O
  -7.9, i, 0.4, -19.8, -4.9, 2.6, -0.1, 1.1, 19.1
#42 CCCn1nc(Oc2nc(NCC)nc(NCC)n2)ccc1=O
  0.4, i, -0.4, -4.8, -0.3, 1.0, -0.3, -0.9, -9.6
#43 CCn1c(-c2ccco2)n[nH]c1=S
  12.0, i, -0.9, -1.9, 1.9, -1.2, 0.1, -5.1, -4.1
#44 O=C1[C@@H]2C(c3ccccc3Cl)=NO[C@@H]2C(=O)N1Cc1ccccc1
  -14.9, i, 0.1, -7.4, -4.0, 3.3, -0.3, 0.6, 3.0
#45 O=C(O)C1CCCN1C(=O)C12CC3CC(CC(C3)C1)C2 (stereo not drawn)
  -29.1, i, -0.8, -9.8, -2.6, -1.4, 0.2, 0.8, -5.0
#46 Oc1ccc2oc3c(c2c1)CCCC3
  1.2, i, -0.2, 1.7, 3.6, -2.6, -0.3, -1.3, 0.9
#47 O=S(=O)(c1ccccc1)N(Cc1nc(-c2ccccc2)no1)C1CCCCC1
  -1.3, i, 0.4, 0.0, -2.2, -4.7, -1.0, 1.5, 30.4
#48 CCOC(=O)c1ccc(NC(=O)CN2C(=O)CSC2=O)cc1
  4.0, i, -0.5, -1.5, -4.1, 2.8, 0.5, -6.6, -8.3
#49 O=C(NC(=S)N1CCOCC1)c1cn(-c2ccccc2)nc1-c1ccccc1
  1.1, i, 0.6, 2.8, -2.0, -4.7, 0.4, 1.4, 5.6
#50 COc1ccc(C(C(=O)NC2CCCC2)N(Cc2cccnc2)C(=O)c2snc(C(N)=O)c2N)cc1OC (stereo not drawn)
  21.0, i, 1.2, -0.3, -3.0, -2.4, 0.4, -2.3, -1.8
#51 CC1=CC(=C(C#N)c2nc3ccccc3s2)C=C(C)N1Cc1ccco1
  15.6, i, -0.7, -13.9, -2.1, 38.0, 0.2, 0.4, -22.3
#52 COC(c1ccccc1)c1nnc(CCC(=O)N(C)CCCC2CCCC2)o1 (stereo not drawn)
  -3.8, i, 1.6, 1.6, -6.3, 0.0, -0.7, 1.5, -1.0
#53 CCOc1ccc(-c2cc(C(=O)NCc3ccccc3)[nH]n2)c(C)c1
  -0.8, i, 1.8, -6.6, -2.9, -3.1, -0.1, 0.8, -4.6

Some of the entries above, reformatted.
[22] COc1cc(C(=O)Nc2cccc3ncccc23)cc(OC)c1OC
[23] S=c1[nH]nc(-c2ccc(Cl)cc2)n1/N=C/c1cccs1
[24] O=C(Oc1ccc(/C=N/n2cnnc2)cc1)c1cccc([N+](=O)[O-])c1

| Assay by compound | 22 | 23 | 24 |
| --- | --- | --- | --- |
| MLLE-PAM2 inh | -3.8 | -73.8 | 28.3 |
| Neddylation inh | i | i | i |
| MsrA inh | 0.7 | 0.0 | 2.8 |
| eLon inh | -3.2 | 11.1 | 8.4 |
| bovine MsrA act | -2.0 | 4.2 | -7.1 |
| CSN inh | -3.8 | 4.8 | -19.0 |
| Tb MetRS inh | -0.7 | -0.5 | -0.2 |
| Rin1-Abl PPI inh | 1.3 | -3.2 | -1.1 |
| FAS TE block | -3.5 | 2.0 | 0.6 |
